Screens from PubChem.
ASAP1 inh – inhibitors of human ASAP1 ArfGAP activity, primary screen, biochemical, fluorescence polarization; ASAP1-stimulated ARF1 GTP hydrolysis, GDP FP detection; Arf-GAP with SH3 domain, ANK repeat and PH domain-containing protein 1 (Homo sapiens), …; 360,000 compounds, 0.19% hits; AID 624377, 2012; inhibition, % at 16.5 µM; in the data active means inhibition above about 25%;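 further: 0% = vehicle with enzyme and substrate and 100% = no enzyme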
DDE Tn7 FP inh – inhibitors of Tn7 peptide binding to fibrin DD(E), primary screen, biochemical, fluorescence polarization, human fibrin, Tn7 probe; Fibrinogen beta chain (Homo sapiens), P02675; FP displacement of FITC-Tn7 peptide from fibrin DD(E); 0% = median of compound wells per plate; inhibition, % at 8.3 µM; 370,000 compounds, 0.13% hits;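 active means inhibition above the mean of compounds falling within the control limits plus 3 SD of them, cut at about 14% in these data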;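 further: 0% = plate median of compound wells and 100% = 10 µM Aha-Tn7 peptide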
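system = human fibrin DD(E) protein | quantity = DD(E) 2 µM final | medium = Tris/NaCl/CaCl2 buffer, pH 7.8 | also added = labelled Tn7 tracer, 0.1 µM | compound dosing = single point at 8.3 µM | timing = compound with protein 10 min, then 3 h after probe, room temperature | signal = FP measurement | benchmarks = Aha-Tn7 high control | repeats = one replicate per compound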
MBD2 DNA inh – inhibitors of MBD2 binding to methylated DNA, primary screen, biochemical, TR-FRET, DNA-binding domain, human | MBD2 binding to methylated oligonucleotide | inhibition, % at 4.4 µM | AID 686964, 2013 | Methyl-CpG-binding domain protein 2 (Homo sapiens), Q9UBB5 | 370,000 compounds, 0.31% hits; in the data active means inhibition above about 13%
Tn6 DDE FP – inhibitors of Tn6 peptide binding to fibrin DD(E), primary screen, biochemical, fluorescence polarization, human fibrin, Tn6 probe. Fibrin DD(E) TRITC-Tn6 fluorescence polarization displacement. inhibition, % at 8.3 µM. Fibrinogen beta chain (Homo sapiens), P02675. 370,000 compounds, 0.21% hits;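 active means inhibition above a per-campaign cutoff: mean of compounds within control limits plus 3 SD, cut at about 15% in these data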;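 further: 0% = median of all compound wells on the plate and 100% = blocking peptide control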
PLCg1 inh – PLC-gamma1 enzyme inhibitors, primary screen, biochemical, fluorescence, purified enzyme; 1-phosphatidylinositol 4,5-bisphosphate phosphodiesterase gamma-1 (Homo sapiens), P19174; fluorogenic substrate; inhibition, % at 12.2 µM; 370,000 compounds, 0.84% hits; AID 720700, 2013; in the data active means inhibition above about 9.5%
ARFGAP1 inh – inhibitors of rat ARFGAP1 GAP activity, primary screen, biochemical, fluorescence polarization, GDP tracer; AID 651572, 2012; Arfgap1-stimulated ARF1 GTP hydrolysis, GDP FP detection; ADP-ribosylation factor GTPase-activating protein 1 (Rattus norvegicus), Q62848; 360,000 compounds, 0.26% hits; inhibition, % at 16.5 µM;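 active means inhibition above a per-plate limit, mean inhibition of low control wells plus 3 SD, cut at about 25% in these data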;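 further: 0% = DMSO wells with enzyme and 100% = wells lacking Arfgap1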
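Material: truncated rat Arfgap1 GAP domain; Incubation: compound-enzyme preincubation 20 min, reaction 120 min, detection 60 min, 25 °C; Read-out: percent inhibition of Arfgap1-stimulated GTP hydrolysis; Technique: FP, GDP Alexa 633 tracer displaced from anti-GDP antibody, 620/688 nm; Controls: No-Arfgap1 wells (100%) versus DMSO full-reaction wells (0%); Replication: single well per compound.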
proKLK7 act – proKLK7 zymogen activators, primary screen, biochemical, fluorescence intensity | Kallikrein-7 (Homo sapiens), P49862 | purified proKLK7, EDANS-DABCYL substrate fluorescence; 100% is mature enzyme control, 0% vehicle | activation, % at 7 µM | 370,000 compounds, 0.9% hits | AID 652039, 2013;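 active means activation above the mean of all tested compounds plus 3 SD, computed per campaign excluding outliers beyond control limits, cut at about 13% in these data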
PLC-beta3 inh – human PLC-beta3 inhibitors, primary screen, biochemical, fluorescence | Purified PLC-beta3, fluorogenic substrate | inhibition, % at 12.2 µM | 370,000 compounds, 0.18% hits | AID 720704, 2013; in the data active means inhibition above about 11%;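 further: 0% = median of compound wells on plate and 100% = full blocker control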
Target sequence (Q01970 whole entry, looked up): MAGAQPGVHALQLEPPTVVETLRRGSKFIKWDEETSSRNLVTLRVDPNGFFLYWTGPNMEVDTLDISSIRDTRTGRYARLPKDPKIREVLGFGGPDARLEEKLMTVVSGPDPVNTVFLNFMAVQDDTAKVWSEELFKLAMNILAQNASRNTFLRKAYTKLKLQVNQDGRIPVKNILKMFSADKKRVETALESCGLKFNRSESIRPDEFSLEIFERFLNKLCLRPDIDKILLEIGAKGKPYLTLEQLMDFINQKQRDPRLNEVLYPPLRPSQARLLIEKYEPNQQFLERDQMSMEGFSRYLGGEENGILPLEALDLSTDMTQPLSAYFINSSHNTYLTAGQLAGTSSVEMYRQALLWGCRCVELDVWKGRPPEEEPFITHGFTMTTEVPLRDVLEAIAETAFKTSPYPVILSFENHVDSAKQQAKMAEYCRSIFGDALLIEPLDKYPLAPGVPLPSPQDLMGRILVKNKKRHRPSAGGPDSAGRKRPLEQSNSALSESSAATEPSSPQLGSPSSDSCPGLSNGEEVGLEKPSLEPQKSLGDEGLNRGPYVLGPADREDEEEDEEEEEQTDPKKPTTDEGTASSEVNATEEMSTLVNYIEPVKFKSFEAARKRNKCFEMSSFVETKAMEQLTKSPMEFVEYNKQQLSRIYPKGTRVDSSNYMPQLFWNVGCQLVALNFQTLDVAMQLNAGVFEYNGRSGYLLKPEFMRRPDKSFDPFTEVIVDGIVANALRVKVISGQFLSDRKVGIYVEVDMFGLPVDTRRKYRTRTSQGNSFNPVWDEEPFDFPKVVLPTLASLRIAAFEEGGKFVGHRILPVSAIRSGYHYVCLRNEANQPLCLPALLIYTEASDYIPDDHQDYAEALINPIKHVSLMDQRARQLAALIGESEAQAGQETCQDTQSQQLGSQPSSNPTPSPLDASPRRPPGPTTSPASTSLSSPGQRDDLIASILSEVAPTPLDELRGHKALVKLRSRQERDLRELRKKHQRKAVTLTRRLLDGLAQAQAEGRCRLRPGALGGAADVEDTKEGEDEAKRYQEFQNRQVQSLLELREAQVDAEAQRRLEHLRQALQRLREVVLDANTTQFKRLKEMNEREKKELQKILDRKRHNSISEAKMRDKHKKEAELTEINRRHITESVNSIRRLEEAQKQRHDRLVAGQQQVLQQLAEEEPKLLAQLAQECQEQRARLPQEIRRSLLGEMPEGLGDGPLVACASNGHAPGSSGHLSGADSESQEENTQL
ADAM17 inh – ADAM17 inhibitors, primary screen, biochemical, QFRET; Disintegrin and metalloproteinase domain-containing protein 17 (Homo sapiens), P78536; recombinant ADAM17, EDANS/DABCYL FRET peptide cleavage; inhibition, % at 6.95 µM; 370,000 compounds, 0.83% hits;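 active means inhibition above the mean of compounds lying between control limits plus 3 SD, set per campaign, cut at about 8.5% in these data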;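 further: 0% = DMSO-only wells as the low control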
UHRF1 binding – UHRF1 methylated DNA binding inhibitors, primary screen, counter-screen for MBD2 inhibitor project, biochemical, TR-FRET, human UHRF1, single concentration; E3 ubiquitin-protein ligase UHRF1 (Homo sapiens), Q96T88; UHRF1 binding to methylated oligo; inhibition, % at 4.4 µM; 370,000 compounds, 0.75% hits; in the data active means inhibition above about 21%;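 further: UHRF1 SRA domain binding a hemimethylated CpG hairpin DNA probe; 0% = median of test compound wells and 100% = reference inhibitor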
* hit, by the source's call; / = no result given.

1) COc1ccc2c(c1)c(CC(=O)OCC(N)=O)c(C)n2C(=O)c1ccc(Cl)cc1
2) COc1ccccc1Nc1nc(N)nc(-c2cc3ccccc3o2)n1
3) Cc1nc2ccc(NC(=S)NCCCO)cc2nc1C
4) Nc1nc(CN2CCOCC2)cs1
5) Cc1cccc(NC(=O)COC(=O)CN2C(=O)c3ccccc3C2=O)c1
6) COc1ccc(OC)c(NC(=O)C2CCN(C(=O)c3cccs3)CC2)c1

Screen / compound no.	1	2	3	4	5	6
ADAM17 inh	-2	1	-77	-3	-2	0
ASAP1 inh	-8	12	-4	3	-12	0
ARFGAP1 inh	9	17	9	-5	-11	2
UHRF1 binding	-2	2	-3	-1	2	3
PLC-beta3 inh	-2	-24	-281	-2	-2	0
Tn6 DDE FP	-8	-18	-4	-10	1	4
DDE Tn7 FP inh	-3	-1	0	-9	-3	2
proKLK7 act	0.6	-0.5	-0.5	0.1	0.0	1.1
PLCg1 inh	1	-10	-234	0	0	-1
MBD2 DNA inh	9	-7	-3	-2	-5	0

7) CN(C(=O)c1nn(C)c2c1CSc1ccccc1-2)c1ccccc1Cl
8) CN1C=CC=C/C1=C1\SC(=S)N(c2ccccc2)C1=O
9) N#C/C(=C\c1c(N2CCCCCC2)nc2ccccn2c1=O)C(=O)NC1CCS(=O)(=O)C1 (stereo not given)
10) CC(=O)c1c(C)n(-c2ccccc2)c2ccc(O)cc12
11) CCOc1ccc([N+](=O)[O-])cc1CNC1CCCCCCC1
12) Cc1cc(Nc2ccccc2)n(-c2ccc(C(=O)O)cc2)n1

Screen / compound no.	7	8	9	10	11	12
ADAM17 inh	1	3	-11	-1	-3	-2
ASAP1 inh	-3	-2	-11	9	2	4
ARFGAP1 inh	-9	-8	-10	-1	0	5
UHRF1 binding	0	-5	24*	0	-1	-3
PLC-beta3 inh	-1	2	-13	-1	-4	-4
Tn6 DDE FP	-7	0	0	-6	4	-4
DDE Tn7 FP inh	0	-5	-4	-1	-3	-3
proKLK7 act	0.8	0.0	-0.7	0.1	0.5	0.3
PLCg1 inh	2	3	-7	0	0	2
MBD2 DNA inh	-4	-6	12	2	-1	0

13) Cc1ccc(CNC(=O)C2CCC(=O)N(Cc3ccccc3F)C2)s1 (stereo not given)
14) COc1cccc(N2C(C(C)=O)=NN(c3ccccc3)C2c2ccc(N3CCOCC3)cc2)c1 (stereo not given)
15) CCN1CCN(C(=O)c2ccc(Cl)c(S(=O)(=O)N3CCOCC3)c2)CC1
16) NC(=O)c1cccc(-c2ccnc3c2CC(C(=O)Nc2cccc(C(F)(F)F)c2)O3)c1 (stereo not given)
17) Cc1nc(C)c(-c2ccc(SCC(=O)Nc3cccc(Cl)c3C)nn2)s1
18) Nc1[nH]ncc1-c1ccccc1

Screen / compound no.	13	14	15	16	17	18
ADAM17 inh	0	-3	-3	-2	1	0
ASAP1 inh	-6	-12	4	20	6	4
ARFGAP1 inh	-6	6	7	4	-3	-10
UHRF1 binding	2	-2	1	-1	-1	1
PLC-beta3 inh	-14	-12	4	-1	-10	1
Tn6 DDE FP	4	0	-4	0	3	1
DDE Tn7 FP inh	0	1	-1	-2	-4	-2
proKLK7 act	0.5	-0.6	-0.2	0.3	-0.2	-0.3
PLCg1 inh	1	-10	1	0	0	-1
MBD2 DNA inh	3	9	4	6	0	1

19) CCC(Oc1ccccc1)C(=O)Nc1ccccc1N1CCCC1 (stereo not given)
20) COc1ccc(NC(=O)c2sc3ncnc(N4CCN(c5ccccn5)CC4)c3c2C)cc1Cl
21) CC(C)(C)C(=O)OCCn1c(=O)c2cc3c(=O)n(CCOC(=O)C(C)(C)C)c(=O)c3cc2c1=O
22) CCOC(=O)c1ccc(N2C(=O)CC(N3CCN(C/C=C/c4ccccc4)CC3)C2=O)cc1 (stereo not given)
23) O=C(NC1CCc2ccccc21)C1CCN(S(=O)(=O)c2ccc(-n3cnnn3)cc2)CC1 (stereo not given)
24) Cc1ccc(/C=C(/C#N)c2nc(CCN3C(=O)c4ccccc4C3=O)cs2)cc1

Screen / compound no.	19	20	21	22	23	24
ADAM17 inh	2	-5	2	-5	-7	-6
ASAP1 inh	3	13	10	8	8	0
ARFGAP1 inh	-12	16	-5	4	-1	11
UHRF1 binding	3	4	0	0	2	9
PLC-beta3 inh	-6	-2	1	1	0	-14
Tn6 DDE FP	-6	2	3	-11	-2	-2
DDE Tn7 FP inh	0	3	4	-3	2	2
proKLK7 act	0.0	-0.4	0.1	-0.5	-0.3	-0.5
PLCg1 inh	2	-1	1	1	-4	-5
MBD2 DNA inh	1	3	-5	-2	6	8

25) COc1ccc(NC(=S)NCCc2ccccc2)c(OC)c1
26) CC(C)N(C(=O)COC(=O)c1cccnc1Cl)c1ccccc1
27) COc1ccc(NS(=O)(=O)c2ccc(N3CCCCC3)c(N)c2)cc1
28) CCOC(=O)[C@H](C)N1[C@H](C)[C@H](c2ccccc2)Oc2ccc(Cl)cc2S1(=O)=O
29) CCC(Cc1ccccc1)NC(=O)CCn1cccc1 (stereo not given)
30) Cc1ccc(S(=O)(=O)N(C)C)cc1NC(=S)NCCc1ccccn1

Screen / compound no.	25	26	27	28	29	30
ADAM17 inh	-5	2	5	2	2	2
ASAP1 inh	-1	-6	2	19	-13	-4
ARFGAP1 inh	-6	15	11	5	5	2
UHRF1 binding	1	-1	2	2	0	0
PLC-beta3 inh	4	0	-14	2	0	1
Tn6 DDE FP	-1	0	-2	-4	8	2
DDE Tn7 FP inh	1	2	2	5	-5	4
proKLK7 act	-0.3	-0.3	0.0	-0.3	0.1	-0.6
PLCg1 inh	3	1	-3	4	2	2
MBD2 DNA inh	-5	-1	-4	-1	1	-6

4 entries already listed, arranged by their value in PLCg1 inh, low to high.
cpd | SMILES | PLCg1 inh
26 | CC(C)N(C(=O)COC(=O)c1cccnc1Cl)c1ccccc1 | 1
30 | Cc1ccc(S(=O)(=O)N(C)C)cc1NC(=S)NCCc1ccccn1 | 2
25 | COc1ccc(NC(=S)NCCc2ccccc2)c(OC)c1 | 3
28 | CCOC(=O)[C@H](C)N1[C@H](C)[C@H](c2ccccc2)Oc2ccc(Cl)cc2S1(=O)=O | 4

Additional compounds:
31) CC1=NCC(C)c2ccccc21 (stereo not given)
32) Cn1cc2ccc(N)cc2n1
33) CC(C)CCNC(=O)COC(=O)c1ccc(Br)o1
34) Nc1nc2ccc(Cl)cc2cc1C(=O)NCc1ccccc1Br
35) CN(c1ccccc1)S(=O)(=O)c1cccc(C(=O)NCCCN2CCCC2=O)c1
36) Cc1ccc(C(=O)NCc2ccccc2)cc1Br

Screen / compound no.	31	32	33	34	35	36
ADAM17 inh	-6	-97	-2	-18	-1	7
ASAP1 inh	8	-3	-5	/	7	14
ARFGAP1 inh	-5	-7	-9	/	0	6
UHRF1 binding	1	1	-1	-5	-3	2
PLC-beta3 inh	-6	-480	2	-167	-3	10
Tn6 DDE FP	-3	8	2	-1	0	4
DDE Tn7 FP inh	2	-4	6	-6	-6	-12
proKLK7 act	-0.5	-1.7	-0.9	-3.5	0.5	-0.1
PLCg1 inh	1	-322	6	-130	4	8
MBD2 DNA inh	3	0	0	2	-6	-5

37) CCn1cnc2c([N+](=O)[O-])c(NS(=O)(=O)c3ccc(C)cc3)ccc21
38) Cc1ccc(N(C)C(=O)N2CCN(S(=O)(=O)c3ccc(C)c(C)c3)CC2)cc1
39) O=S(=O)(c1ccc(OCC(O)CNCc2ccco2)c(Cl)c1)N1CCOCC1 (stereo not given)
40) COc1cc(C#N)ccc1OC(=O)c1cccc(S(=O)(=O)N2CCN(C)CC2)c1
41) COc1ccc([N+](=O)[O-])cc1NC(=O)C1(c2ccccc2)CCOCC1
42) COc1cccc(N2CCN(C(=O)c3cccc(N4C(=O)NC5CC4(C)Oc4c(OC)cccc45)c3)CC2)c1 (stereo not given)
43) C=CCC[C@H](Cc1ccc(F)cc1)C(=O)OC[C@H](Cc1c[nH]c2ccccc12)NC(=O)[C@@H](CC=C)CC(=O)N(CCO)Cc1ccccc1
44) O=C(NCc1ccccc1Cl)c1ccc[nH]1
45) COC1=C(Nc2ccc(OC)cc2)C(=O)C(OC)=C(Nc2ccc(OC)cc2)C1=O

Screen / compound no.	37	38	39	40	41	42	43	44	45
ADAM17 inh	-2	2	1	-3	1	-2	14*	3	-7
ASAP1 inh	-1	-4	8	-2	-2	-9	6	-2	16
ARFGAP1 inh	3	-6	8	13	8	-9	3	-7	0
UHRF1 binding	14	-2	4	2	0	-2	3	-1	-3
PLC-beta3 inh	4	2	0	-5	1	-8	2	1	-1
Tn6 DDE FP	1	3	1	-1	6	4	-7	-5	3
DDE Tn7 FP inh	-6	-2	2	7	-1	3	-2	-9	2
proKLK7 act	-0.1	0.9	0.3	0.1	0.0	0.2	0.4	0.1	-0.8
PLCg1 inh	-4	1	5	3	1	1	3	5	-8
MBD2 DNA inh	-2	-7	-3	-3	-1	3	5	-3	2
